DAX1 inh-1 – DAX1 (NR0B1) inhibition, primary screen. HEK293T StAR-luciferase reporter, SF-1/DAX-1 repression relief. inhibition, % at 6.8 µM. 370,000 tested, 1.1% active. AID 652010;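 active = inhibition above the mean over all tested compounds plus 3 SD, cut at about 3.6% in these data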;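 note: 0% = DAX-1 cells with DMSO and 100% = cells lacking DAX-1 with DMSO; higher inhibition means more luminescence from relief of DAX-1 repression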
ssDAF12 agonist – activators of S. stercoralis DAF-12 nuclear receptor | HEK293 ssDAF-12/GRIP1 lit1-tk-luc reporter, luminescence; % of 3 µM dafachronic acid response | activation, % at 6.8 µM | 370,000 tested, 1% active | AID 652126;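 active = activation above the mean over all tested compounds plus 3 SD, cut at about 0.9% in these data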;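 note: 0% = DMSO-only wells and 100% = 3 µM delta7-dafachronic acid wells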
GC-B act – GC-B (human) receptor activation; P20594; activation, % at 10 µM; 370,000 tested, 0.11% active; AID 1920062; HEK293-GC-B cells, CNP EC30, cGMP TR-FRET; 0% at EC30 CNP, 100% saturating CNP;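 active = activation at 10 µM reaching about 35% in either raw or pattern-adjusted values, limit read from the data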
DAX1 inh-2 – inhibits human nuclear receptor DAX1; P51843; HEK293 Gal4-DAX1 luciferase reporter, luminescence; inhibition, % at 6.75 µM; 340,000 tested, 0.99% active; AID 504766;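 active = inhibition above the mean over all tested compounds plus 3 SD, cut at about 4.2% in these data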;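 note: 0% = DAX1-transfected cells with DMSO and 100% = empty-vector control cells with DMSO; inhibition shows as a rise in luminescence from relieved DAX1 repression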
Target sequence (P51843 207-470 limits assumed): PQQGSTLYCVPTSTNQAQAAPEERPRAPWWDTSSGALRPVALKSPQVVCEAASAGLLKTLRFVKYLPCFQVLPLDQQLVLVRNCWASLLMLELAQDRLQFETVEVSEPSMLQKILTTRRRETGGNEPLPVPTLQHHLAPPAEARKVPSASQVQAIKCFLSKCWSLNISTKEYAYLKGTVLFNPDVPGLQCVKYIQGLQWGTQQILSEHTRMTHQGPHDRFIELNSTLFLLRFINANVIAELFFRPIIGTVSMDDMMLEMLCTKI
ADAM10 inh – ADAM10 inhibition, QFRET primary screen. O14672. inhibition, % at 7 µM. AID 720582. 370,000 tested, 0.62% active. recombinant ADAM10, EDANS/DABCYL FRET peptide cleavage, 3 h;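 active = inhibition above a per-campaign cutoff equal to the mean of compounds falling between control-based bounds plus 3 SD, cut at about 20% in these data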;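 note: 0% = DMSO wells while the 100% control is not disclosed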
Target sequence (O14672 214-748 limits assumed): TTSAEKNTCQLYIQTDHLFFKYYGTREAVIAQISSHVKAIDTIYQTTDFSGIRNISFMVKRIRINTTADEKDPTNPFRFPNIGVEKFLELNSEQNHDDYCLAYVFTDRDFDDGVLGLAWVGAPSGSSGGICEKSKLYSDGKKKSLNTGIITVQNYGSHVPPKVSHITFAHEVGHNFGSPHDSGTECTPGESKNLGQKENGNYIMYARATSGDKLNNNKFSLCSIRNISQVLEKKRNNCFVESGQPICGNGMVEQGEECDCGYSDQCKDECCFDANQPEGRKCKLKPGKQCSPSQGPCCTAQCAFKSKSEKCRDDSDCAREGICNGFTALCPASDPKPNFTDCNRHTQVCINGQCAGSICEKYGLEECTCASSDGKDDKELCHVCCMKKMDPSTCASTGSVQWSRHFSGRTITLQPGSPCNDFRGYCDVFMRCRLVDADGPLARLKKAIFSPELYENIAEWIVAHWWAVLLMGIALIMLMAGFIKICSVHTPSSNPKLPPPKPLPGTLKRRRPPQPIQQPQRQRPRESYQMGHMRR
hgDAF12 agonist – activates the H. glycines DAF-12 receptor ligand-binding domain; HEK293 GAL4-hgDAF12 UAS-luciferase reporter, agonist luminescence; normalized to butyrate control; 370,000 tested, 1.8% active; activation, % at 6.8 µM;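 active = activation above a cutoff set at the mean of all screened compounds plus 3 SD, cut at about 10% in these data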;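 note: 0% = DMSO wells and 100% = sodium butyrate wells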
SMARCA2 act – SMARCA2 function activation, primary screen. 370,000 tested, 1% active. MG213 cells, MMTV-luciferase reporter, dexamethasone, overnight. activation, % at 9.1 µM; in the data active = activation above about 7.8%;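 note: 0% = vehicle wells and 100% = reference activator wells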
NPR1 activator – GC-A (human) enzyme activation. 370,000 tested, 0.14% active. activation, % at 10 µM. AID 1671463. HEK293 GC-A cells, cGMP TR-FRET, EC30 ANP; 0% at EC30 ANP, 100% saturating ANP; in the data active = activation above about 40%
HGIII-sPLA2 inh – Blocks human group III sPLA2 activity; Q9NZ20; QFRET BODIPY PC-A2 liposome hydrolysis, fluorescence; inhibition, % at 12.2 µM; 370,000 tested, 0.56% active; AID 743126;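 active = inhibition above mean plus 3 SD of compounds lying within the high and low control bounds, cut at about 19% in these data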;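 note: 0% = median of test compound wells and 100% = no enzyme DMSO wells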
FXN GAA850 act – activators of GAA850 frataxin (FXN) promoter; 360,000 tested, 0.56% active; activation, % at 6 µM; HEK293 lucGAA850 FXN promoter luciferase reporter, 24 h; percent of 10 µM SAHA response;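 active = activation above the average of all compounds screened plus 3 SD, cutoff fixed separately per campaign, cut at about 7.5% in these data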;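 note: 0% = DMSO wells and 100% = 10 µM SAHA wells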
hcDAF12 agonist – H. contortus DAF-12 activation, primary screen; HEK293 hcDAF-12 lit1-tk-luc reporter, luminescence; 0% DMSO, 100% Δ7-dafachronic acid; activation, % at 6.8 µM; 370,000 tested, 1.4% active; AID 652067;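 active = activation above the mean of all tested compounds plus 3 SD, cut at about 5.5% in these data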;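 note: 100% = response to 3 µM Δ7-dafachronic acid high control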
* marks the source's active call; other numbers are inactive results; i = inactive; · = not tested or not shown.

SMILES	DAX1 inh-1	ssDAF12 agonist	GC-B act	DAX1 inh-2	ADAM10 inh	hgDAF12 agonist	SMARCA2 act	NPR1 activator	HGIII-sPLA2 inh	FXN GAA850 act	hcDAF12 agonist
C/C=C/C=C/C(=O)N1CC[C@]23c4ccccc4N[C@H]4N(C)c5cccc6c5[C@]42CCN([C@H]6C2OC2(C)C)[C@H]13 (some centres not stated)	0.7	-1.6	-23	3.6	2	0.6	3	-16	2	-6.9	1.6
Cn1c(-c2ccsc2)c(-c2cccs2)c2cc(-c3ccc4cc[nH]c4c3)ccc21	0.0	-1.3	5	2.4	-7	0.8	0	-2	-2	-0.2	0.0
Oc1ccccc1-c1nc(/C=C/c2ccccc2)nn1-c1ccccc1	0.1	-1.2	0	-1.4	-3	0.2	-5	2	-8	3.5	-1.9
CCOC(=O)N1CCN(C(=O)c2ccc3nc(N4CCCCC4)sc3c2)CC1	-0.3	-1.0	2	-0.2	-13	1.1	2	2	-8	4.3	-0.6
O=C(O)c1nn(CC(=O)N(C2CCCCC2)C2CCCCC2)c(=O)c2ccccc12	-0.3	-1.9	-16	-0.4	-11	-1.1	-4	-11	2	1.1	-1.1
O=C(Nc1ccc(C(=O)N2CCN(c3ccc(Cl)cc3)CC2)cc1)C1=CSCCO1	0.4	-1.2	-3	-0.2	14	-0.7	-1	-6	-1	-0.6	-2.0
COc1ccccc1C(=O)NCCC(=O)N1CCN(C(C)=O)CC1	0.4	-0.6	-1	1.1	-4	-1.5	-2	2	5	1.8	-1.4
Cc1ccc(-c2nc3ccccc3c(=O)n2NC(=S)N(C)C)cc1	0.5	-1.2	6	-0.2	0	-0.3	2	1	5	4.3	2.3
CCCCNC(=O)CSc1nc2ccsc2c(=O)n1C1CCN(C(=O)OCC)CC1	0.7	-1.8	2	-0.8	20*	-1.6	-3	-2	6	-0.3	-0.2
CCn1c(Cc2cccs2)nnc1SCC(=O)Nc1ccc2c(c1)OCCO2	-1.3	-0.6	5	·	-2	-3.0	0	-4	-3	·	-1.7
CC(NC(=S)NCCc1ccccc1)C(c1cccs1)N1CCN(Cc2ccccc2)CC1 (configuration not stated)	-0.8	-1.6	-9	-0.2	2	1.1	0	-6	8	-4.0	-1.5
O=C(/C(=C/O)N=Nc1ccccc1)c1ccncc1	-0.3	-1.3	-9	0.2	13	0.9	2	-2	3	2.3	-0.5
O=C(c1ccc([N+](=O)[O-])cc1)N1CCSC1c1ccccc1 (configuration not stated)	-0.2	-0.5	-1	1.5	7	-3.9	-1	-1	1	1.0	-2.3
CCOC(=O)Cc1csc(NC(=O)/C=C/c2ccc(OC)cc2)n1	0.2	-1.3	-6	-4.0	-4	12*	-2	0	-9	0.2	-0.6
CCN1C(=O)[C@H]2[C@@H](c3ccc(-c4ccc(Cl)c(Cl)c4)c(OC)c3)N[C@@](C)(C(=O)OC)[C@H]2C1=O	0.1	-1.3	5	0.3	-5	0.9	-1	11	-3	-1.5	-1.9
CCOc1cc2c3c(c1)C1(C(=O)N3C(C)(C)CC2C)C(C#N)=C(N)N2C(=C1C#N)Nc1ccccc12 (configuration not stated)	-0.5	-0.9	0	-1.3	-10	0.6	-3	0	6	-0.2	7.2*
COc1ccc(CNC(=O)COC(=O)CN2C(=O)COc3ccccc32)cc1	1.1	-0.8	5	1.3	-2	-0.6	-3	4	4	1.7	-0.6
Nc1ccc2c(c1)C(O)c1ccc(Cl)cc1-2 (configuration not stated)	0.7	-1.0	-4	1.4	-13	2.2	-3	-5	20*	-2.4	0.1
S=C(NCCc1ccc(Cl)cc1)NC1CCCC1	0.3	-1.1	5	-1.6	3	5.6	4	3	13	5.6	-1.1
CCOC(=O)C1CCN(C(=O)CSc2ccc(Cl)cc2)CC1	-0.2	-1.4	1	0.5	1	1.9	1	7	-2	0.7	-1.5
CC(=O)N1CCc2cc3nc(C)cc(C)c3cc21	1.2	-0.8	8	0.7	-373	-1.1	1	14	6	0.8	-1.7
O=C(Nc1ccc(S(=O)(=O)Nc2nccs2)cc1)c1cccc(S(=O)(=O)N2CCOCC2)c1	0.0	-1.5	1	0.4	-3	0.3	-2	0	-4	-2.2	-2.8
CC12CN(C(=O)c3ccc(Cl)cc3)C3(C#N)CC1CCC23C (configuration not stated)	-0.5	-1.8	7	0.5	1	2.3	-2	4	10	-1.7	-1.0
Cc1onc(-c2c(F)cccc2Cl)c1-c1nnc(-c2cccc3ccccc23)o1	0.7	-0.9	-12	·	-2	1.4	1	-6	-6	0.5	0.0
CCOC(=O)Cn1c(CN2CCOCC2)nc2c1c(=O)n(C)c(=O)n2C	-0.3	-0.9	-4	0.7	1	2.6	0	4	4	0.7	-0.2
CCOC(=O)C1CCCCN1Cc1ccc(F)cc1 (configuration not stated)	-0.2	-1.5	-4	0.1	0	-1.8	3	0	8	0.8	0.3
O=C1CC(c2ccc(S(=O)(=O)NCc3ccccc3)cc2)CN1 (configuration not stated)	0.3	-1.1	8	5.6*	-7	0.2	-1	-1	2	0.1	0.8
CCCCn1nnnc1NCc1cccs1	0.6	-1.1	0	-1.0	18	2.3	-4	1	8	0.5	-0.4
Cc1ccc(NC(=O)C2CC(=O)N(Cc3ccccc3)C2)nc1 (configuration not stated)	-0.5	0.3	-1	0.1	-4	4.6	-1	3	11	1.4	-0.1
Cc1ccc(/C=N/Nc2nc(C(C)(C)C)cs2)o1	0.5	-0.3	3	-0.8	-1	5.4	0	-1	-19	3.1	4.0
CC(C(=O)NCc1ccc(Cl)cc1)n1cccc1C(=O)c1ccccc1 (configuration not stated)	-0.3	-1.6	-3	0.9	0	1.2	1	-7	-3	0.1	-1.5
O=C(COC(=O)CNS(=O)(=O)c1ccccc1)Nc1ccc(Cl)cn1	-0.4	-1.3	5	1.8	1	0.6	-1	-1	-2	2.1	-0.8
Cc1cc(C)cc(NC(=S)N2CCN(c3ncc(C(F)(F)F)cc3Cl)CC2)c1	-0.2	-1.6	1	-0.5	-6	1.9	-3	2	0	1.8	0.3
CC(OC(=O)C1CCN(S(=O)(=O)c2ccc(C(C)(C)C)cc2)CC1)C(=O)N1CCOCC1 (configuration not stated)	0.7	-0.3	1	0.2	-14	-3.0	-2	4	6	1.0	-1.7
CC1=NN(C(=S)Nc2ccccc2)C(C)(C)C1	0.1	-1.3	1	-0.4	3	2.8	1	4	3	3.5	-0.5
O=C(NC1CCC(O)CC1)c1cc(Cl)c2c(c1)OCCO2 (configuration not stated)	-0.3	-0.7	-1	0.9	-11	0.5	2	2	9	0.1	-0.3
Cc1ncccc1C(=O)N1CCCC(CCC(=O)N2CCN(c3ccccn3)CC2)C1 (configuration not stated)	0.1	-0.8	0	-0.2	-5	0.9	0	2	3	1.3	0.5
O=C(CN1C(=O)CSc2ccc(S(=O)(=O)N3CCOCC3)cc21)N1CCCCC1	-0.2	-0.6	5	-0.8	4	-1.0	-1	7	1	2.6	-2.0
CCn1ccnc1CNC(=O)c1ccc2oc(CCCc3ccccc3)nc2c1	-0.9	-0.9	-2	0.7	-1	1.6	-2	8	-4	2.4	-1.2
Cc1c(C(=O)N2CCC(Cc3ccccc3)CC2)sc2ncnc(N3CCC(C)CC3)c12	-0.3	-1.4	5	2.1	-3	3.0	2	-2	-3	-1.4	0.5
CCN(CC)CCN1C(=O)C(=O)/C(=C(/O)c2ccccc2)C1c1ccccc1F (configuration not stated)	1.0	-1.1	3	1.3	-10	-1.8	-3	0	2	0.3	-1.6
Cc1ccc(S(=O)(=O)N2CCOCC2)cc1NC(=O)COC(=O)c1cc(=O)c2ccccc2o1	0.4	-1.2	-1	-0.6	-3	1.9	-1	-1	5	-0.8	0.0
CCc1ccc(NC(=S)NCc2cccnc2)cc1	-0.5	-1.0	2	1.6	-2	-0.2	2	-1	11	-0.6	-0.9
CC(C)(CO)NCc1ccccc1OCC(=O)Nc1ccccc1	1.3	-0.6	-2	-0.7	2	3.5	2	-1	5	4.8	1.0
CN(C)CCNc1ncnc2ccccc12	-0.4	-1.5	1	0.7	-3	3.1	-5	0	0	0.6	2.1
O=S1(=O)N[C@@H](Cc2ccccc2)COc2cc(N3CC[C@H](O)C3)ccc21	-1.3	-1.4	-3	·	-13	-2.6	-2	4	4	·	0.1
CCCn1c(=N)c(S(=O)(=O)c2ccccc2)cc2c(=O)n3cccc(C)c3nc21	-0.6	-0.9	3	-1.6	-42	-0.9	-1	14	2	1.3	0.0
O=C(CCSCCc1ccccn1)Nc1cccc([N+](=O)[O-])c1	-0.8	-0.8	-4	-1.8	8	1.1	0	1	-2	3.2	1.8
O=C(Nc1cccc(C(=O)NC2CC2)c1)c1ccc(F)c(S(=O)(=O)N2CCOCC2)c1	0.3	-1.2	1	0.1	-8	0.2	-1	1	0	0.9	-0.4
Nc1nnc(SCC(=O)NNC(=O)c2ccc(F)cc2)s1	-0.6	-1.4	-5	0.5	-22	-2.0	-4	2	12	0.7	0.2
O=C(OCC(=O)N1CCN(C(=O)c2ccco2)CC1)c1ccccc1NCCO	-1.0	-1.3	2	0.1	i	-2.8	-4	4	8	1.0	0.9
CCOC(=O)C1CCCN(S(=O)(=O)c2cc3c(cc2Cl)NC(=O)CO3)C1 (configuration not stated)	-0.1	-0.7	-2	2.6	-19	-0.1	-1	3	7	0.1	-0.8
O=C(NCCS(=O)(=O)N1CCN(c2ccccc2)CC1)c1cccc(F)c1	-1.5	-1.1	2	0.4	4	-2.0	-1	1	-3	1.9	-2.2
CCOC(=O)c1c(NC(=O)CSc2ncn[nH]2)sc(C(=O)N(C)C)c1C	2.3	-1.3	13	1.2	-4	0.3	4	7	-9	3.0	-2.4
CC(C)N(C(=O)CSc1nnc(NC(=O)Cc2cccs2)s1)C(C)C	-0.2	-1.5	3	1.4	-44	-1.6	-3	-2	-12	1.1	0.9
CC(C)c1ccc(NC(=O)C2CCCCC2C(=O)O)cc1 (configuration not stated)	0.5	-0.9	-4	-0.4	-4	-1.2	2	5	1	4.8	0.2
CCOC(=O)C1=CN(Cc2ccco2)S(=O)(=O)N(C)C1c1ccccc1 (configuration not stated)	-1.0	-1.4	6	-0.3	-4	-1.3	0	-7	-8	0.1	-1.4

Compounds listed so far that have a nitro group on carbon (2):
SMILES	DAX1 inh-1	ssDAF12 agonist	GC-B act	DAX1 inh-2	ADAM10 inh	hgDAF12 agonist	SMARCA2 act	NPR1 activator	HGIII-sPLA2 inh	FXN GAA850 act	hcDAF12 agonist
O=C(c1ccc([N+](=O)[O-])cc1)N1CCSC1c1ccccc1 (configuration not stated)	-0.2	-0.5	-1	1.5	7	-3.9	-1	-1	1	1.0	-2.3
O=C(CCSCCc1ccccn1)Nc1cccc([N+](=O)[O-])c1	-0.8	-0.8	-4	-1.8	8	1.1	0	1	-2	3.2	1.8
